EPAC2 agonist: activates human EPAC2 exchange factor; EPAC2 activation, biochemical qHTS; response scale: 100% = 6.5 mM cAMP response; Potency, µM (titrated, usually from 154 µM), for the others: at the top dose activation, usual class: activators; actives 0.079% (n = 360,000); note: potency is the fitted concentration of half-maximal effect; nearly all actives have a fitted effect of over 50% in size
Target sequence (Q8WZA2 whole entry, looked up): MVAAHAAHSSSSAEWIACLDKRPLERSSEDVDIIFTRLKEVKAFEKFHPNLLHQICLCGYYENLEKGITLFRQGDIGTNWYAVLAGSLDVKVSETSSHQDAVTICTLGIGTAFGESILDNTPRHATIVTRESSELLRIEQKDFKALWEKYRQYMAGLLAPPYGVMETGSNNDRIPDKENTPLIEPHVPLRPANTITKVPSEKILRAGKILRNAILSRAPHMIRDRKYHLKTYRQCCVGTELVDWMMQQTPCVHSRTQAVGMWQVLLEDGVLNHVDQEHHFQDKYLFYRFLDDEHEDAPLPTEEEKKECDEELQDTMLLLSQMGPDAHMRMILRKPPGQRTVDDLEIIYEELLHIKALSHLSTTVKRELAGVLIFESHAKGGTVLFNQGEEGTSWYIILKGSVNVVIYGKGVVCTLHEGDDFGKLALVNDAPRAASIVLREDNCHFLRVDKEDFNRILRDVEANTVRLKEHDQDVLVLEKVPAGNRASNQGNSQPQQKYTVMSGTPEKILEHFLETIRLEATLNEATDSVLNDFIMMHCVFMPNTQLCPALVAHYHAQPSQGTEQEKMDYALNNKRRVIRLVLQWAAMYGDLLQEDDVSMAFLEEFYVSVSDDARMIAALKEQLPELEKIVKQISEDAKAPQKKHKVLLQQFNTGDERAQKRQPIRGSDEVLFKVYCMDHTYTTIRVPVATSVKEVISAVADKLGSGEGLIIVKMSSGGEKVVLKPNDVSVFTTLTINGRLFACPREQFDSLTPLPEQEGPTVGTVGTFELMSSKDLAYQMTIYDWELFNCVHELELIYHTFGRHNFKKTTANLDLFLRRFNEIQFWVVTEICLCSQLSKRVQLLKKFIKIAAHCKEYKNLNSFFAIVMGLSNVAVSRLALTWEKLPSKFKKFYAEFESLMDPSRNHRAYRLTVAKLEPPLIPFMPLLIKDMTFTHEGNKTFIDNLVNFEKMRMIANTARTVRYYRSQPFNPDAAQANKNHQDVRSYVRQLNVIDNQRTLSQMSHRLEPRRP
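Exchange assay: 100 nM EPAC2 with 250 nM Rap1B-BODIPY-GDP and 50 uM GDP. Fluorescence (ex 480/em 540 nm) read every 5 min for 30 min at room temperature. Data normalized to 6.5 mM cAMP as agonist control.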
TGFb inhibitor: inhibitors of TGF-b signaling | HepG2 CAGA-GFP TGF-b/SMAD3 reporter, GFP fluorescence, 18 h; TGF-beta stimulated, 500 pg/mL final | Potency, µM (titrated, usually from 46.1 µM), for the others: at the top dose activity, negative = inhibition, hits mostly inhibitors | actives 1.2% (n = 410,000); note: potency is the fitted concentration of half-maximal effect; % is set by controls: 0 for no effect and ±100 for the full control effect; nearly all actives have a fitted effect of over 65% in size
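First, reporter cells (HEPG2 CAGA-GFP) rested 2 h at 37 degrees C. Next, compounds were pinned in and TGF-beta added to 500 pg/mL final. After 18 h, GFP was imaged per cell and summed per well.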
HepG2 viability: counter-screen for TGF-b inhibitors: cytotoxicity in HepG2 cells; HepG2 CAGA-GFP viability, ATP luminescence, 18 h; Potency, µM (doses to about 46.1 µM), inactives show at the top dose activity change, negative = cytotoxicity, usual class: cytotoxic; actives 0.76% (n = 410,000); AID 588856; note: potency is the fitted concentration of half-maximal effect; some results filed as inactive show a strong effect at the top dose
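HepG2 CAGA-GFP cells (1000/well, DMEM with 1% FBS) received compound, then TGF-beta at 500 pg/mL final, and were incubated 18 hours at 37 degrees C. Viability was read by CellTiter-Glo luminescence. Media-only wells were set as complete cell-killing and DMSO as no toxicity.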
ATXN2 expr inh: reduces ATXN2 reporter expression in HEK-293 cells. HEK-293 ATXN2-luciferase reporter, luminescence, 24 h. Potency, µM (series often up to 57 µM), inactives show top-dose activity change, negative = inhibition, actives largely listed as inhibitors. actives 0.72% (n = 360,000); note: potency is the fitted concentration of half-maximal effect; % is set by controls: 0 for no effect and ±100 for the full control effect; nearly all actives have a fitted effect of over 55% in size
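qHTS (up to 57 uM final) was run with 24 h compound exposure of reporter cells at 37 °C. Each well was multiplexed: SteadyGlo luminescence measured ATXN2-luciferase expression after a fluorogenic Gly-Phe-AFC viability readout (25 uM final).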
Nrf2 ARE act: activators of Nrf2 (ARE) signaling; actives 0.31% (n = 410,000); AID 624171; Potency, µM (doses to about 46.1 µM), without a hit: at the highest dose activation, hits mostly activators; AREc32 ARE-luciferase reporter (MCF7-derived line), luminescence, 24 h; note: potency is the fitted concentration of half-maximal effect; % of control where 0% means no effect; nearly all actives have a fitted effect of over 65% in size
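For detection, Steady-Glo was added and plates sat 30 min at RT; before that, AREc32_Fluc cells grown overnight in OPTI-MEM/5% FBS had been treated with 23 nL compound for 24 hr at 37 deg C.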
A549 viability: kills or reduces viability of A549 cells in Nrf2 counter-screen | A549 ARE-Fluc cells, CellTiter-Fluor viability, 18-24 h | AID 504648 | actives 0.16% (n = 390,000) | Potency, µM (doses to about 46 µM), inactives show at the highest dose activity change, negative = cytotoxicity, hits mostly inhibitors; note: potency is the fitted concentration of half-maximal effect; % is set by controls: 0 for no effect and ±100 for the full control effect
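A549 ARE-Fluc cells in 5% FBS OPTI-MEM, 5000 cells/well, rested 2 h then exposed to compounds in concentration-response for 18-24 h at 37 °C. Viability by CellTiter-Fluor fluorescence (Ex 405/Em 525) after 30 min; luciferase luminescence (BugLite, 15 min, RT) read afterwards.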
IL2 activator: activators of IL-2. IL-2 activation reporter assay, cell-based qHTS; stimulated with anti-CD3/CD4/CD28 beads; in transgenic mouse T cells. activation, % (series mostly up to about 46 µM). actives 0.065% (n = 360,000); in the data active = activation above about 50%; inconclusive = mostly about 30% to 49%; note: 0% is about no effect
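Unstimulated transgenic mouse T cells preincubated 60 min with compound, then stimulated with anti-CD3/anti-CD4-coated beads plus anti-CD28 for 18 h at 37 degrees C. IL-2 response read as EGFP and DsRed fluorescence by plate cytometry.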
Nrf2 block: inhibitors of Nrf2 signaling. A549 ARE-Fluc reporter, luciferase luminescence, 18-24 h. Potency, µM (series often up to 46 µM), without a hit: top-dose activity change, negative = inhibition, usual class: inhibitors. actives 2.1% (n = 360,000). AID 504444; note: potency is the fitted concentration of half-maximal effect; % is set by controls: 0 for no effect and ±100 for the full control effect; nearly all actives have a fitted effect of over 60% in size
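Two sequential reads on A549 ARE_Fluc cells exposed to compound for 18-24 h: a CellTiter-Fluor fluorescence read for viability, then a luciferase luminescence read for Nrf2/ARE activity.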
S2 tox: viability counter-screen for ATXN expression inhibitors | S2 cells (HEK-293 line with an ATXN2-luciferase reporter) viability, CellTiter-Fluor protease fluorescence, 24 h | Potency, µM (doses to about 56.7 µM), actives largely listed as cytotoxic | actives 0.49% (n = 400,000) | AID 651635; note: potency is the fitted concentration of half-maximal effect; nearly all actives have a fitted effect of over 40% in size
Numbers without * were called inactive; i = inactive; ? = inconclusive; . = not tested or not shown; & = joins results of further samples; [ ] = dose if it differs, or a comment. Unless noted, calls come from the whole dose curve; as a rule, active = well fitted curve in the direction sought with a large enough effect; inconclusive = small, poorly fitted or top-dose-only effect, or another doubt; inactive = no such curve, though single readings can be large; an effect the other way counts as inactive or inconclusive. An unsorted share of the library (roughly 4.3% active in at least one column).

SMILES	EPAC2 agonist	TGFb inhibitor	HepG2 viability	ATXN2 expr inh	Nrf2 ARE act	A549 viability	IL2 activator	Nrf2 block	S2 tox
COCC1CCCN(Cc2nc(-c3ccc4c(c3)OCO4)no2)C1 (stereo not given)	-9%	10%	-2%	13%	3.9%	4%	-1.4	?	i
CCC(C(=O)NCCc1ccccc1)n1nc(C)c2sc3ccccc3c2c1=O (stereo not given)	.	?	0%	.	0.9%	-14%	.	24%	.
Cc1ccc(C(c2nnnn2CS(=O)(=O)c2ccc(C)cc2)N2CCN(c3ncccn3)CC2)cc1 (stereo not given)	0%	-5%	-23%	6%	0.3%	0%	2.6	?	i
Cc1cc(N2CCN(C)CC2)nc(-c2ccccc2O)n1	5%	13%	-22%	-28%	2.5%	2%	3.9	-7%	i
NC(=O)c1cc(S(=O)(=O)N2CC=C(c3ccccc3)CC2)cs1	-4%	4%	1%	5%	-0.8%	-7%	1.3	-5%	i
O=C1Nc2ccc(Br)cc2C1=Nc1cccnc1	1%	0%	-30%	23%	17%	-11%	0.5	3%	i
O=C(CCC1CCCCC1)Nc1c2c(nn1-c1ccc(F)cc1)CS(=O)(=O)C2	4%	-14%	-4%	-10%	0.1%	1%	-3.5	0%	i
O=C(Cc1ccccc1)Nc1ccnn1C1CCN(Cc2nccs2)CC1	-2%	6%	7%	-11%	-0.5%	2%	-2.6	12%	i
COc1ccc(S(=O)(=O)N2CCN(C(=O)c3c(C)nn(-c4ccccc4)c3C)CC2)cc1	-5%	6%	15%	-19%	-0.3%	-5%	0.8	5%	i
CCc1cccc(NC(=O)C2CCCN(c3ncnc4c3nc3n4CCCCC3)C2)c1 (stereo not given)	-5%	-21%	-27%	?	1.8%	-7%	-2.6	?	?
CC(/C=N/Nc1nc(N2CCCCC2)nc(N2CCCCC2)n1)=C\c1ccccc1	1%	1%	0%	?	0.1%	9%	0.6	9%	?
C=CCN1C(=O)C(CC(=O)O)SC1=Nc1ccc(C)cc1 (stereo not given)	3%	7%	4%	5%	-0.9%	0%	-0.3	7%	?
COc1cc(C(=O)OCC(=O)N2CCN(S(=O)(=O)c3ccc(C)cc3C)CC2)c([N+](=O)[O-])cc1OC	15%	-22%	-4%	1%	0.1%	5%	-0.6	-13%	i
C#CC(=O)N(c1ccc(OC)cc1OC)C(C(=O)NC1CCCC1)c1cccs1 (stereo not given)	17%	?	-52%	1.8µM*	?	4%	-1.0	-12%	.
O=C(Nc1ccc(F)cc1F)c1cc(-c2ccc3c(c2)OCO3)on1	7%	-4%&-4%	-18%&4%	5%&0%	3.9%&0.1%	-7%&5%	2.2	6%&7%	?
O=C(c1cccc(Br)c1)N1CCN(S(=O)(=O)N2CCCCCC2)CC1	-4%	?	-47%	-5%	-0.6%	-1%	-1.2	-2%	i
CCOC(=O)/C=C/C(=O)Nc1ccc(-c2nnc3n2CCCCC3)cc1	2%	-14%	-2%	7%	?	3%	-0.2	1%	i
CCOc1ccc(NC(=O)NCC2CCN(Cc3ccc(F)cc3)CC2)cc1	7%	-8%	-24%	-17%	0.4%	4%	0.9	4%	i
CCCc1cc(=O)oc2cc(C)cc(OC(C)C(=O)NCc3cccnc3)c12 (stereo not given)	-3%	-2%	-2%	5%	-0.3%	0%	-1.4	17%	i
CCOC(=O)c1sc2ccccc2c1S(=O)(=O)N1CCN(c2cc(C)ccc2C)CC1	.	1%	-28%	-4%	-0.5%	?	.	-26%	i
COC(=O)Nc1ccc(S(=O)(=O)N2CCCCCC2)cc1	2%	4%	-7%	4%	0.0%	-20%	-0.1	-18%	i
Cc1cccc(NC(=O)COc2ccccc2C(=O)NC(C)c2ccccc2)c1 (stereo not given)	3%	?	-54%	-20%	-0.4%	-19%	-6.7	?	i
Cc1ccc(C(C)(C)NC(=O)C2CCC(=O)N(Cc3ccccc3F)C2)cc1 (stereo not given)	-3%	-15%	-15%	14%	0.6%	-12%	1.4	0%	i
Cc1ccc(CCNC(=O)Cn2c(-c3cccs3)cc3ccccc32)cc1	.	1%	-16%	-5%	4.5%	0%	.	1%	i
CCN(CC)S(=O)(=O)N1CCC(C(=O)NCCN2CCOCC2)CC1	4%	-16%	-2%	2%	0.2%	-6%	-2.7	2%	i

The closing five records of the section above come first, to join the parts.
SMILES	EPAC2 agonist	TGFb inhibitor	HepG2 viability	ATXN2 expr inh	Nrf2 ARE act	A549 viability	IL2 activator	Nrf2 block	S2 tox
COC(=O)Nc1ccc(S(=O)(=O)N2CCCCCC2)cc1	2%	4%	-7%	4%	0.0%	-20%	-0.1	-18%	i
Cc1cccc(NC(=O)COc2ccccc2C(=O)NC(C)c2ccccc2)c1 (stereo not given)	3%	?	-54%	-20%	-0.4%	-19%	-6.7	?	i
Cc1ccc(C(C)(C)NC(=O)C2CCC(=O)N(Cc3ccccc3F)C2)cc1 (stereo not given)	-3%	-15%	-15%	14%	0.6%	-12%	1.4	0%	i
Cc1ccc(CCNC(=O)Cn2c(-c3cccs3)cc3ccccc32)cc1	.	1%	-16%	-5%	4.5%	0%	.	1%	i
CCN(CC)S(=O)(=O)N1CCC(C(=O)NCCN2CCOCC2)CC1	4%	-16%	-2%	2%	0.2%	-6%	-2.7	2%	i
COc1cccc(C(=O)c2ncc(C(F)(F)F)cc2Cl)c1	4%	-8%	-1%	-23%	0.4%	2%	0.3	-1%	i
Clc1cccc(Cl)c1/C=N/Nc1c(Cl)cncc1Cl	15%	-7%	-1%	-27%	5.4%	1%	0.4	?	i
Cc1cc(OCCCC(=O)NCCc2nnc3ccccn23)ccc1Cl	4%	-4%	-21%	.	2.0%	22%	0.0	-15%	i
O=C(CCn1c(=O)c2cccn2c2cccnc21)N1CCN(c2ccc(Cl)cc2)CC1	.	?	-21%	.	3.9%	18%	.	22%	.
CCOc1ccccc1NC(=O)c1cc(Cl)ccc1NC(=O)c1ccco1	14%	8%	-12%	-18%	7.8%	-2%	0.7	-21%	i
Cc1cc(Oc2nc3ccccn3c(=O)c2/C=C(\C#N)c2nc3ccccc3s2)ccc1Cl	.	-3%	-10%	10%	0.7%	-10%	.	3%	i
Oc1ccccc1/C=N/Nc1ncc(Br)cn1	0%	?	-36%	?	9.9%	-15%	0.1	?	i
COc1ccc(-c2oc3ccccc3c(=O)c2OC(=O)c2ccc(C)cc2)cc1	-9%	53%[activator]	-8%	53%[activator]	1.7%	-5%	-1.2	.	i
CCCC(=O)NC(=S)Nc1cccc(-c2nc3ncccc3o2)c1	4%	-10%	-1%	-10%	-0.4%	10%	-3.3	-13%	i
CNC(=S)NNC(=O)c1ccccc1Br	9%	13%	2%	-2%	0.6%	0%	0.7	-11%	i
CN(C(=O)CN1C(=O)NC(C)(c2cccc(Br)c2)C1=O)C1CCCCC1 (stereo not given)	6%	?	-2%	-1%	2.0%	-18%	4.1	?	i
Cc1ccc(CCNC(=O)c2coc3nc4ccccc4nc23)cc1	-3%	-4%	-2%	-2%	0.7%	-10%	0.8	5%	i
CC(C)COc1ccc(N)cc1OCC(C)C	-18%	-19%	-20%	-30%	-0.2%	8%	0.7	6%	?
CCc1nc2ccc(C(=O)NCCCn3ccnc3)cn2c1N(C)Cc1cc2ccccc2s1	13%	5%	-17%	-20%	5.0%	.	-0.8	.	i
Cc1cc(C)cc(C(=O)NC(CC(N)=O)c2ccc(N3CCN(C)CC3)c([N+](=O)[O-])c2)c1 (stereo not given)	2%	13%	2%	-6%	-0.9%	0%	-0.1	0%	i
O=S(=O)(NC1Cc2ccccc2C1)c1ccccc1	2%	0%	2%	-1%	-0.9%	1%	0.3	-6%	i
COC(=O)c1c(NC(NC(=O)CC(C)C)C(Cl)(Cl)Cl)sc2c1CCC2 (stereo not given)	-1%	?	-4%	-15%	0.5%	-15%	-0.8	?	i
COc1ccc(S(=O)(=O)NCc2cccs2)cc1	-2%	?	8%	0%	-1.1%	-9%	4.2	0%	?
Nn1c(SCC(=O)NC2CCCCC2)nnc1-c1ccc(Cl)cc1	-2%	13%	-1%	-9%	0.2%	-1%	0.3	-15%	i
Cc1ccc2cc(CN(CCCO)S(=O)(=O)c3cccc4nsnc34)c(=O)[nH]c2c1	7%	1%	-15%	1%	1.8%	-5%	0.1	-16%	i
COC(=O)CCCNC(=O)c1ccccn1	9%	-6%	-17%	-14%[11.3 µM]	-0.1%	7%	-0.8	0%	i
Cc1nn(Cc2cccc(F)c2)c(C)c1NC(=O)c1c([N+](=O)[O-])c(C)nn1C	12%	-1%	-2%	0%	-0.6%	-5%	2.8	-5%	i
CC(C)(C)NC(=O)Cn1c(SCC(=O)N2CCCCCC2)nc2ccccc21	7%	14%	4%	1%	0.1%	?	3.4	?	i
CCCc1nnc(NC(=O)C(C)N2C(=O)C3C4C=CC(C4)C3C2=O)s1 (stereo not given)	1%	-3%	-19%	-9%	0.5%	5%	-3.0	3%	i
COc1ccc(OC)c(N(C(=O)c2ccco2)C(C(=O)NC2CCCC2)c2cc(OC)c(OC)c(OC)c2)c1 (stereo not given)	3%	-11%	1%	3%	0.0%	-2%	-1.6	-19%	i
Cc1cccc(NC(=O)c2ccc3nc(C(C)C)oc3c2)c1C	.	7%	-16%	.	-0.5%	-2%	.	.	.
NC(=O)C1CCN(c2oc(-c3ccc(F)cc3)nc2S(=O)(=O)c2ccccc2)CC1	-6%	-13%	-23%	.	-0.7%	-2%	0.0	4%	?
